Screening data from PubChem BioAssay.
CAL PDZ FP-1 – human CAL PDZ-peptide interaction inhibition | purified CAL PDZ, TMR-peptide fluorescence polarization, 1 h | 0.02% of 330,000 active | inhibition, % at 20 µM | AID 504414;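 active means highest replicate inhibition of at least 40%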;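 further: plate controls were DMSO neutral control wells for no effect and unlabeled competitor peptide control wells for full effect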
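material = purified tagged CAL PDZ domain construct (CerCALP) | buffer or medium = sodium phosphate/NaCl buffer pH 7.4 with TCEP, IgG, Thesit | reagent = TMR-labelled reporter peptide T*-PRC34 bound in PDZ groove | incubation = 1 h room-temperature incubation prior to read | measured by = fluorescence polarization (mP) | evaluation = percent inhibition from loss of millipolarization | control set = unlabelled peptide and DMSO controls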
Wnt act – activators of Wnt/beta-catenin signaling | Wnt/beta-catenin reporter cell assay, activator, plate reader | activation, % at 9.35 µM | 1.2% of 300,000 active | AID 743398; in the data active means activation above about 30%, passing the limit was not always enough;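 further: 0% = neutral control wells and 100% = positive control wells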
V-ATPase pHluor – regulators of yeast V-ATPase proton transport. AID 504577. response, % at 10 µM. S. cerevisiae, pHLuorin cytosolic pH fluorescence. 0.37% of 350,000 active; in the data active means response mostly above about 7.3%, no sharp cut-off; inactive means mostly below about 5.4%; further: actives read high; inactives centre near 0; some compounds called inactive have numbers as strong as hits
CDK5 inh – inhibitors of human CDK5/p35 kinase; Recombinant CDK5/p35, ADP-Glo luminescence, 60 min; inhibition, % at 10 µM; 0.01% of 330,000 active;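 active means highest replicate inhibition of at least 50% and at least 75% of replicates reaching 50%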;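 further: plate controls were DMSO neutral control for no effect and GW8510 at 10 µM for full effect; many of its hits are not listed in these tables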
Target sequence (Q00535 whole entry, looked up): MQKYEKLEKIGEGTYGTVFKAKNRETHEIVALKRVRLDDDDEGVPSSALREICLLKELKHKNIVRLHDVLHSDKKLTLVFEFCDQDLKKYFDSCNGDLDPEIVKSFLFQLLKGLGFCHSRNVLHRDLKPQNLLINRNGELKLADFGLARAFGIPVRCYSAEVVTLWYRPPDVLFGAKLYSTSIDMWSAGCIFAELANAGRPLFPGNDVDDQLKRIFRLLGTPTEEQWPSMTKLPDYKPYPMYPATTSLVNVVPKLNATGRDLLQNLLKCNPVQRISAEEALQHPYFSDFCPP
Target sequence (Q15078 whole entry, looked up): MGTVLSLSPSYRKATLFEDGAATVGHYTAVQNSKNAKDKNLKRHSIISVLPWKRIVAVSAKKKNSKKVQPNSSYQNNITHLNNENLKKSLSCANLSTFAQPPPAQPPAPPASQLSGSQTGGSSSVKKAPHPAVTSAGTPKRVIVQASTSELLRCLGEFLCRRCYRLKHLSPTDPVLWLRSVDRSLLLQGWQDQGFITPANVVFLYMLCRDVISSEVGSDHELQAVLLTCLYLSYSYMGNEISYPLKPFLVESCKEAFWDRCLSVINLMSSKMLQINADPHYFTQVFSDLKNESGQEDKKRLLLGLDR
MITF TRPM1 HTS – increases MITF-driven TRPM1 promoter luciferase signal; SK-MEL-5 TRPM1-promoter luciferase, 24 h; % of positive control, neutral wells = 0; AID 588334; 0.75% of 300,000 active; activation, % at 12.5 µM;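 active means mean activation of at least 80% with every replicate also reaching 80%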;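 further: 0% = neutral control wells and 100% = parthenolide positive control wells; values of inactives mirror those of a sister screen read the other way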
CAL PDZ FP-2 – inhibitors of human CAL PDZ peptide binding; Q9HD26; purified CAL PDZ, TMR-peptide fluorescence polarization, 1 h; inhibition, % at 24.9 µM; 0.92% of 300,000 active; AID 602252;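 active means mean inhibition of at least 30% with at least half of replicates also reaching 30%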;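 further: 0% = DMSO neutral control and 100% = excess unlabeled competitor peptide PRC23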
dFosB act – mouse delta FosB homodimer activation. purified delta FosB, TAMRA-CDK5 oligo fluorescence polarization; percent of positive-control signal above neutral wells. P13346. 0.99% of 340,000 active. activation, % at 25 µM;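 active means mean activation above about 17%, with every replicate also reaching it, limit read from the data, passing the limit was not always enough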;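 further: fluorescence polarization rise as delta FosB binds a TAMRA Cdk5 AP-1 oligo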
Target sequence (P13346 whole entry, looked up): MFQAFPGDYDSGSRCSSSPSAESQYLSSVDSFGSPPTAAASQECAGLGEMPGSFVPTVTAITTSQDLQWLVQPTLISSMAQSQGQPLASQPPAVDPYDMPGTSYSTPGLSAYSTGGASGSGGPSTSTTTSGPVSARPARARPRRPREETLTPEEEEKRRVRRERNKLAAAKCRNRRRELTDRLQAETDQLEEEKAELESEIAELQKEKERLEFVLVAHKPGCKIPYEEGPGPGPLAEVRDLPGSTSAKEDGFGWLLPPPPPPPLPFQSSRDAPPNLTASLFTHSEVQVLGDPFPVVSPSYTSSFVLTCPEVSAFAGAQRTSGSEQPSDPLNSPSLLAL
Rtt109 Vps75 – blocks Candida albicans Rtt109/Vps75 acetyltransferase activity | Q5AAJ8 | inhibition, % at 34.9 µM | purified Rtt109/Vps75, ThioGlo CoA-SH fluorescence, 4 h | 0.16% of 330,000 active;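 active means inhibition of at least 50% in every replicate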
cardiac RTF act – increases calcium sensitivity of human cardiac regulated thin filaments. IANBD-labeled TnC RTF fluorescence at EC20 calcium; 0% EC20 calcium, 100% full calcium. activation, % at 7.2 µM. 0.24% of 340,000 active;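 active means activation above the mean over all tested compounds plus 3 SD, cut at about 30% in these data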;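 further: rise in fluorescence read as greater calcium sensitivity of cardiac thin filaments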
Tat transport – E. coli Tat transport inhibition | E. coli MC4100 TorA-mCherry Tat export, fluorescence | inhibition, % at 10 µM | 0.036% of 340,000 active;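 active means mean replicate inhibition at least 50% and at least half of replicates individually reaching 50%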;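 further: exported cargo escapes ClpAP degradation while cytoplasmic cargo is degraded and loses fluorescence; 0% = median of neutral control wells and 100% = median of NaSCN control wells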
The depositor's hits bear a star; . = not tested or not shown.

Under each structure – CAL PDZ FP-1, Wnt act, V-ATPase pHluor, CDK5 inh, MITF TRPM1 HTS, CAL PDZ FP-2, dFosB act, Rtt109 Vps75, cardiac RTF act, Tat transport
> Cc1nn(CCCC(=O)NCc2ccccc2Cl)c(=O)c2nccn12
  0.4, 1, -3, 0.8, -16, 0, 11, 1, 2, 4
> CCOC(=O)C1=C(C)OC(N)=C(C#N)C1c1ccc(C)s1 (stereo not given)
  -2.7, 1, -3, -1.0, 8, -2, 1, 3, -8, 4
> CCN(C[C@H]1N[C@@](CC)(C(=O)OC)[C@H]2C(=O)N(Cc3ccccc3)C(=O)[C@@H]12)S(=O)(=O)c1ccc(-c2ccccc2)cc1
  -0.5, -4, 2, 2.7, -1, -5, -1, -3, -1, -10
> COc1ccc(-c2noc(COc3ccc(C)c(C)c3)n2)cc1OC
  -1.3, 18, 5, 1.0, ., -3, -5, ., -5, -5
> COc1ccc(C(=O)N2CCCC(c3nc(-c4ccc(C)o4)no3)C2)cc1OC (stereo not given)
  -2.6, -3, 0, -0.6, -2, -1, -8, -1, -5, -15
> O=C(CSc1ncnc2nc[nH]c12)N1CCN(c2ccc(Cl)cc2)CC1
  0.1, ., -1, 0.5, 0, -1, -1, 1, 2, -1
> CC(=O)Oc1oc(-c2ccccc2)nc1/C=N/c1ccccn1
  0.2, -1, -2, 0.4, -18, -3, -2, 0, 4, -8
> C/C(=N\N=C1\NC(=O)CC(C(=O)O)S1)c1cccs1 (stereo not given)
  ., ., 2, -0.3, -2, 10, 2, 1, -3, -6
> CC(=O)Nc1ccc2c(c1)C(=Nc1ccc(C)cc1)c1ccccc1-2
  -1.8, 2, -2, 1.5, 32, -6, -3, 1, -3, -3
> Cc1ccc(S(=O)(=O)NC(C)(C)CSc2nnc(N)s2)cc1
  -0.3, ., 1, 0.1, -4, ., -1, 5, 1, -4
> COc1ccc(N(C(=O)c2ccco2)C(C(=O)NC2CCCC2)c2ccncc2)cc1 (stereo not given)
  -2.2, 0, 2, 1.3, 18, 3, -4, -6, -4, -1
> COc1ccc(C(CC(=O)Nc2nccs2)C(C)C)cc1 (stereo not given)
  -0.2, 0, 0, 0.7, -9, -2, -13, 0, 4, 11
> Cc1ccc(NC(=O)c2cc(S(=O)(=O)N3CCOCC3)cn2C)cc1Cl
  0.5, 2, 1, -0.7, 15, 0, -14, -4, 2, -5
> CC1=C(C(=O)OCCc2ccccc2)C(c2ccsc2)NC(=O)N1C (stereo not given)
  -1.2, -2, 23*, 0.0, 6, -6, -4, ., -2, 6
> O=C(c1ccccc1Cl)N1CCC(N2CCC(C(=O)N3CCCC3)CC2)CC1
  0.5, 2, 9, 1.8, 11, 4, -5, 32, -1, -3
> COc1cc2c(cc1OC)-c1cc(Nc3cccc(C)c3)nc(=O)n1CC2
  -2.0, -1, -4, 0.5, 64, -7, 30*, 2, 3, -10
> O=C(O)CCC(=O)Nc1nc2nc(-c3ccccc3)cc(-c3ccccc3)n2n1
  -0.9, ., -2, 0.3, -1, -1, -26, 13, 3, -2
> O=C1CSC(c2ccc([N+](=O)[O-])cc2)N1Cc1ccccc1 (stereo not given)
  -0.5, 0, 0, -1.5, ., -2, -5, -2, -6, -4
> COc1cccc(-c2nnn(CCC(=O)O)n2)c1
  -0.5, 1, 1, 0.4, 0, -3, 5, 4, 0, -2
> FC(F)(F)c1ccccc1CNCc1ccncc1
  -0.6, -2, -2, -0.9, ., 1, -1, -3, -6, -2
> C[C@H](CO)N1C[C@H](C)[C@H](CN(C)S(=O)(=O)c2cccs2)Oc2ccc(NC(=O)Nc3ccc4c(c3)OCO4)cc2CC1=O
  -0.1, -6, 1, 0.9, -22, -1, -5, 0, 11, 5
> O=C(/C=C/c1ccc(S(=O)(=O)N2CCOCC2)cc1)NC(=S)Nc1ccc(N2CCOCC2)cc1
  -0.1, -1, 1, 0.3, -5, 4, -3, 15, 3, -9
> Cc1cc(NC(=O)CSc2nc(=O)n(CCN(C)C)c3c2CCCC3)no1
  -1.2, -5, -7, -0.1, -1, -5, -8, -5, 1, -6
> CCN(CC)CC(=O)Nc1c(C#N)cnn1-c1ccccc1
  -0.5, 1, -2, 1.0, ., ., 1, -7, ., -3
> O=C(CCN1C(=O)C2CCCCC2C1=O)N1CCN(S(=O)(=O)c2cccc(F)c2)CC1 (stereo not given)
  -2.7, -2, 1, -0.1, 0, -4, -4, -6, 5, 3
> COCc1cc(C)nc2sc3c(=O)oc(C)nc3c12
  2.0, ., -1, -3.5, -11, -6, 0, 6, 0, 0
> COCCNS(=O)(=O)c1ccc2c(c1)n(C)c(=O)n2C
  0.6, 0, -5, 1.7, -1, 3, 5, 2, -1, -5
> CCCCN1C(=O)C(=O)NC[C@@H]1C(C)CC (stereo not given in full)
  -0.8, 0, 0, -1.1, 2, 1, 8, -2, -5, 0
> CCCCC1CCC(c2nc(-c3ccccn3)no2)CC1 (stereo not given)
  0.0, ., -5, -0.1, 12, -2, -5, 6, -7, 12
> CN(C(=O)c1ccnn1C)C1CCCN(Cc2ccccc2F)C1 (stereo not given)
  -0.5, 3, -2, -1.4, 13, 45*, 0, 4, -3, 0
> CCC(C)NC(=O)COC(=O)c1csc2c1CCCC2 (stereo not given)
  -1.7, -1, 8, 1.6, 3, -1, -3, 14, -4, -5
> CN1CCC(NC(=S)NC2CC2)CC1
  -20, -2, 3, -1.1, 15, 1, 4, 3, -6, -1
> C=C(C)COc1ccc2c(c1)CCC1C2CCC2(C)C(=O)C(=NO)CC12 (stereo not given)
  -1.6, -2, -1, 0.1, -5, 1, -1, 6, -1, -1
> CC(C)n1c(SCC(=O)NC2CCCCC2)nnc1-c1ccco1
  -3.4, -1, -1, 1.1, -6, ., -4, 13, -3, -6
> CN(C)CCNC(=O)c1ccc(COc2ccc(Cl)cc2Cl)cc1
  -6.4, ., -2, -0.6, ., -7, -42, ., 1, 2
> O=C(c1ccco1)N1CCN=C1SCc1ccc(F)cc1
  -0.9, -1, -2, -0.4, 10, -2, 0, -3, 0, -12
> COc1ccc(OC)c2c(C)c(C)[nH]c12
  0.5, 0, -3, 1.4, -2, 27, 6, 5, 5, -16
> O=C(COC(=O)C1CCN(c2ccc(C(F)(F)F)cn2)CC1)Nc1ccc(Cl)cc1
  -2.7, -3, 2, 1.7, 1, 1, 6, 2, -8, 9
> CC(C)(C)c1cc(-c2csc(Nc3ccccc3)[n+]2Cc2ccc(C(=O)O)cc2)cc(C(C)(C)C)c1O
  1.9, ., 9, 1.6, -15, -6, -20, 6, 2, -6
> C=CC[C@@H](CC(=O)N(CCO)Cc1ccccc1)C(=O)N[C@H](COC(=O)[C@@H](CC=C)Cc1ccc(F)cc1)Cc1ccccc1
  0.1, -14, 4, -1.6, -1, 2, 0, 1, -3, 13
> COc1cc(OC)c(C(=O)OCC(=O)N2CCOCC2)cc1OC
  -1.9, 2, 0, 1.6, -1, 8, -5, -6, 2, 0
> CCOc1ccc(NC(=O)CN(C)c2ccc(S(=O)(=O)N3CCOCC3)cn2)cc1OCC
  1.1, ., 1, -0.9, -1, 0, -2, -1, 11, 2
> O=C(Nc1ccccc1N1CCCC1)C1CCCO1 (stereo not given)
  -1.9, -2, 0, 1.5, -5, -2, -3, 2, -1, -3
> CC(C)C[C@H]1CN=C(Nc2ccccc2)N1CCC1CCCCC1
  -1.7, -3, -3, -0.6, 5, 1, 0, -16, 0, 1
> COc1ccc(NC(=O)C2CC(=O)n3cnnc3S2)cc1 (stereo not given)
  -1.5, -2, 0, -0.3, 3, -2, -6, 17, -7, -2
> COC(=O)c1nn(-c2ccccc2)c(Cl)c1/C=N/OC(=O)c1ccc(Cl)c(Cl)c1
  -1.2, ., -1, 0.0, -7, -6, -4, -2, 2, -14
> N#Cc1ccccc1OCC(=O)Nc1ccc(S(=O)(=O)N2CCOCC2)cc1
  -0.9, -7, 1, -1.5, 19, ., -5, 14, -7, 6
> O=C(NC1CCCC1)C1CCCN(S(=O)(=O)c2ccc(-n3cnnn3)cc2)C1 (stereo not given)
  ., -2, -4, 1.1, -4, 33*, 3, -5, 5, -8
> Cc1ccc(N2C(=O)C(Cc3ccc(O)cc3)NC2=S)cc1C (stereo not given)
  -3.1, -3, 1, 0.3, 10, -4, -1, 22, -6, -4
> Cc1ccnc(SC2CC(=O)N(c3ccc(C(C)C)cc3)C2=O)n1 (stereo not given)
  -0.7, 0, 0, -8.7, ., -2, -9, -2, -2, 1
> S=c1[nH]nc(-c2cccnc2)o1
  -2.0, ., 3, 0.5, ., 25, -4, ., 0, -4
> CN(CC(=O)Nc1ccc(Cl)cc1)c1ccc(S(=O)(=O)N2CCCCC2)cc1[N+](=O)[O-]
  -0.1, 7, 0, 0.2, -2, 1, -2, -15, 3, 3
> Clc1ccc(N=C2SCCS2)cc1
  -0.5, 3, -2, -0.4, 55, -2, 3, 10, 7, 9
> CCOC(=O)CNC(=O)Cc1ccc(OC)cc1
  -0.9, -2, -1, -1.0, ., -3, 1, 0, 3, 2

By substructure: the entries above with fluorine
Under each structure – CAL PDZ FP-1, Wnt act, V-ATPase pHluor, CDK5 inh, MITF TRPM1 HTS, CAL PDZ FP-2, dFosB act, Rtt109 Vps75, cardiac RTF act, Tat transport
> FC(F)(F)c1ccccc1CNCc1ccncc1
  -0.6, -2, -2, -0.9, ., 1, -1, -3, -6, -2
> O=C(CCN1C(=O)C2CCCCC2C1=O)N1CCN(S(=O)(=O)c2cccc(F)c2)CC1 (stereo not given)
  -2.7, -2, 1, -0.1, 0, -4, -4, -6, 5, 3
> CN(C(=O)c1ccnn1C)C1CCCN(Cc2ccccc2F)C1 (stereo not given)
  -0.5, 3, -2, -1.4, 13, 45*, 0, 4, -3, 0
> O=C(c1ccco1)N1CCN=C1SCc1ccc(F)cc1
  -0.9, -1, -2, -0.4, 10, -2, 0, -3, 0, -12
> O=C(COC(=O)C1CCN(c2ccc(C(F)(F)F)cn2)CC1)Nc1ccc(Cl)cc1
  -2.7, -3, 2, 1.7, 1, 1, 6, 2, -8, 9
> C=CC[C@@H](CC(=O)N(CCO)Cc1ccccc1)C(=O)N[C@H](COC(=O)[C@@H](CC=C)Cc1ccc(F)cc1)Cc1ccccc1
  0.1, -14, 4, -1.6, -1, 2, 0, 1, -3, 13
